Bioassay records deposited in PubChem BioAssay by several laboratories.
GDH-TPI inh – counter-screen for M. tuberculosis FBA inhibitors: GDH-TPI coupled enzymes; AID 588335; inhibition, % at 4.8 µM; 360,000 tested, 1.2% active; GDH-TPI coupled enzyme counterscreen, NADH absorbance; in the data active = inhibition above about 30%;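 note: 0% = DMSO wells and 100% = wells lacking the enzyme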
FBA Mtb inh – inhibitors of M. tuberculosis fructose-bisphosphate aldolase; P9WQA3; purified M. tuberculosis FBA, fluorescence read-out; inhibition, % at 1 µM; 360,000 tested, 2.3% active; AID 588726; in the data active = inhibition above about 27%;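 note: 0% = vehicle and 100% = reference inhibitor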
Target sequence (P9WQA3 whole entry, looked up): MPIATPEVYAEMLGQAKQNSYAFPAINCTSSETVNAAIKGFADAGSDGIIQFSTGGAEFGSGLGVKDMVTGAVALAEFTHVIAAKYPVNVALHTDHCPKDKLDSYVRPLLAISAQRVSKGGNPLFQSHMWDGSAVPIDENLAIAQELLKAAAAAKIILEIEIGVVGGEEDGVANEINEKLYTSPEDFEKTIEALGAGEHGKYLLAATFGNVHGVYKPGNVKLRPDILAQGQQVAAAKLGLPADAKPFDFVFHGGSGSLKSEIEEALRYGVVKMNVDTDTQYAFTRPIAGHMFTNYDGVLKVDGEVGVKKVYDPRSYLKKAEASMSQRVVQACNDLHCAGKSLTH
BoNT-F LC inh – BoNT F light chain protease inhibition; Multiplex microsphere protease cleavage assay, flow cytometry; inhibition, % at 10 µM; 360,000 tested, 0.22% active; in the data active = inhibition above about 35%, passing the limit was not always enough; inconclusive = no clear call, values can overlap the other calls; note: plate controls were buffer without enzyme for full effect and enzyme alone for no effect
Mtb BioA inh – BioA (M. tuberculosis) enzyme inhibition | purified M. tuberculosis BioA enzyme, plate reader | AID 602481 | inhibition, % at 9.99 µM | 360,000 tested, 0.096% active; in the data active = inhibition above about 40%; inconclusive = no clear call, values can overlap the other calls
Mtb UGM inh – blocks M. tuberculosis UGM enzyme. AID 504406. purified UGM, fluorescence polarization probe displacement. inhibition, % at 10 µM. P9WIQ1. 320,000 tested, 0.06% active; in the data active = inhibition above about 10%, passing the limit was not always enough; inconclusive = no clear call, values can overlap the other calls
Target sequence (P9WIQ1 whole entry, looked up): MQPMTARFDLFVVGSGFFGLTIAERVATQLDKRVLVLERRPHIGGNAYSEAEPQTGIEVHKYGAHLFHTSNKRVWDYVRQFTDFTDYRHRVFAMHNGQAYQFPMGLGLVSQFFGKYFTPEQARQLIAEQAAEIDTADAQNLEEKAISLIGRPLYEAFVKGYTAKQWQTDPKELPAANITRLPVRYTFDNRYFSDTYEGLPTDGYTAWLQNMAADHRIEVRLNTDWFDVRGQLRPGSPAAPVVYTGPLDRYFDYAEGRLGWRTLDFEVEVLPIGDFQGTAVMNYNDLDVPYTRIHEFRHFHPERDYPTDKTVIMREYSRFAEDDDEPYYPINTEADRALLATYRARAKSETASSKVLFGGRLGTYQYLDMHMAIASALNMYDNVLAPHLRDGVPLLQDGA
PrPC TRFRET – inhibitors of human cell surface prion protein PrPC. P04156. TR-FRET read-out. inhibition, % at 13.8 µM. 370,000 tested, 0.43% active; in the data active = inhibition above about 24%; note: 0% = median of the test wells and 100% = reference compound wells
FadD28 FP inh – M. tuberculosis FadD28 bisubstrate binding inhibition; 360,000 tested, 0.22% active; inhibition, % at 12.5 µM; FadD28 bisubstrate probe binding, fluorescence polarization; in the data active = inhibition above about 8.5%, passing the limit was not always enough; inconclusive = no clear call, values can overlap the other calls
MazEF act – MazEF (E. coli) toxin RNase activation | AID 504720 | FAM/BHQ RNA-DNA oligo cleavage fluorescence, 5 h | 350,000 tested, 0.32% active | P0AE70 | activation, % at 20 µM; in the data active = activation above about 50%
Target sequence (P0AE70 whole entry, looked up): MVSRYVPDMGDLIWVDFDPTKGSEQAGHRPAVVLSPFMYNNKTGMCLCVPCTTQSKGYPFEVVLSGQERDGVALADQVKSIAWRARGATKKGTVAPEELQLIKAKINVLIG
Rv3671c protease – inhibitors of M. tuberculosis serine protease Rv3671c; P9WHR9; inhibition, % at 5.96 µM; 320,000 tested, 0.048% active; in the data active = inhibition above about 38%;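 note: extracellular domain of Rv3671c used as enzyme; 0% = enzyme with DMSO and 100% = no enzyme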
Active calls of the source: *; ? = inconclusive; nt = not tested or not shown.

Every second line gives: MazEF act	FadD28 FP inh	GDH-TPI inh	Rv3671c protease	FBA Mtb inh	PrPC TRFRET	Mtb UGM inh	Mtb BioA inh	BoNT-F LC inh
(1) O=c1oc2ccccc2nc1/C=C(\O)c1ccc(Br)cc1
    -50	-1.1	30	-5	0	nt	2.5	-1.2	-4
(2) Cc1cc(=O)oc2cc(OCC(=O)NCc3cccnc3)ccc12
    3	-0.2	-6	-5	17	4	2.7	2.9	-6
(3) Cc1ccc(NC(=O)OCC(F)(F)C(F)F)cc1NC(=O)OCC(F)(F)C(F)F
    9	-3.3	-2	-26	-3	3	-1.1	1.9	-8
(4) COC(=O)[C@H](CCSC)NC(=O)[C@@H](Cc1cnc[nH]1)NC(=O)OCc1ccccc1
    5	-0.8	-5	10	0	-3	-3.1	-1.0	-13
(5) CCOc1ccc2nc(NC(NC(=O)CC)(C(=O)OC)C(F)(F)F)sc2c1 (stereo not given)
    -10	-0.6	13	1	5	3	-1.6	-1.3	1
(6) C=CCOc1cccc(CNn2nnnc2N)c1
    2	0.7	12	-5	0	-1	1.8	nt	-5
(7) Cn1cccc1C(=O)OCc1ccc(C(C)(C)C)cc1
    -5	-1.8	2	-10	1	2	-3.4	0.3	-24
(8) COc1ccc(-c2csc(NC(=O)CCCc3cccs3)n2)cc1
    2	1.7	6	-1	5	8	3.5	0.8	-4
(9) CCn1ncc2c1C(=O)NC1c3ccccc3C(=O)N21 (stereo not given)
    13	-2.6	18	-7	1	-1	-0.4	0.9	7
(10) Cc1ccc(CN2CCC(n3nccc3NC(=O)c3ccccc3C)CC2)o1
    2	0.0	2	-11	5	-8	-2.9	-4.5	5
(11) COC(=O)c1ccc(C(=O)OC)c(NC(=O)C2CC2)c1
    2	-1.3	10	4	6	-2	1.2	nt	-5
(12) COc1ccc(-c2ocnc2C(=O)N2CCN(Cc3cccnc3)CC2)cc1
    1	-4.0	-7	4	2	8	-0.5	nt	?
(13) Cc1cc(C)n(C(=O)c2cc([N+](=O)[O-])cc([N+](=O)[O-])c2)n1
    -4	0.0	1	3	2	-52	1.8	-1.1	?
(14) COc1ccccc1NC(=O)CN1CCN(C2c3ccccc3-c3ccccc32)CC1
    -1	-1.0	4	0	0	0	-2.1	-1.1	4
(15) CC(=O)Nc1ccc(NC(=O)CCCN2C(=O)c3ccccc3C2=O)cc1
    -3	-2.0	7	6	6	3	-1.0	-1.0	-3
(16) O=C(NCCCN1CCCC1=O)NC12CC3CC(CC(C3)C1)C2
    -4	-1.7	-1	-10	-3	-6	0.3	-3.2	-8
(17) NC1(CO)COC(c2ccccc2)OC1 (stereo not given)
    7	-1.7	-4	nt	2	7	nt	0.0	-2
(18) Cc1cc(S(=O)(=O)NCC(c2ccc(F)cc2)N2CCN(C)CC2)ccc1F (stereo not given)
    -1	-2.4	-3	-8	2	-6	1.1	nt	nt
(19) COc1ccc(CNC(=O)CN2C(=O)NC(C)(c3cccc(Br)c3)C2=O)cc1 (stereo not given)
    3	0.9	6	3	0	9	-2.9	0.1	28
(20) CN1C(=O)C2(OCC(CO)([N+](=O)[O-])CO2)c2ccccc21 (stereo not given)
    -30	-2.7	7	1	1	-2	0.0	-3.2	-17

Of the compounds above, these contain a nitro group on carbon.
Every second line gives: MazEF act	FadD28 FP inh	GDH-TPI inh	Rv3671c protease	FBA Mtb inh	PrPC TRFRET	Mtb UGM inh	Mtb BioA inh	BoNT-F LC inh
(13) Cc1cc(C)n(C(=O)c2cc([N+](=O)[O-])cc([N+](=O)[O-])c2)n1
    -4	0.0	1	3	2	-52	1.8	-1.1	?
(20) CN1C(=O)C2(OCC(CO)([N+](=O)[O-])CO2)c2ccccc21 (stereo not given)
    -30	-2.7	7	1	1	-2	0.0	-3.2	-17

Other records follow:
Every second line gives: MazEF act	FadD28 FP inh	GDH-TPI inh	Rv3671c protease	FBA Mtb inh	PrPC TRFRET	Mtb UGM inh	Mtb BioA inh	BoNT-F LC inh
(21) CC1CN=C(N(Cc2ccccc2)C(=O)Nc2ccccc2)S1 (stereo not given)
    -1	4.6	7	3	4	2	1.7	-2.5	-8
(22) Cc1cc(C(=O)N/N=C/c2ccc(O)c(O)c2O)c(C)n1-c1ccccc1
    -3	-3.6	16	nt	-1	8	nt	nt	-29
(23) O=C(NCc1cccc(Br)c1)C1CC(c2cc(C(F)(F)F)cc(C(F)(F)F)c2)=NO1 (stereo not given)
    -1	-0.5	11	2	0	-5	-0.7	-1.7	-10
(24) O=C(/C=C/c1cccc(F)c1)Nc1ccc(S(=O)(=O)Nc2ncccn2)cc1
    5	-3.3	29	-19	93*	-9	-1.6	-1.0	-8
(25) CCOC(=O)Cn1cc(/C=N/NC(=O)CC#N)c2ccccc21
    2	-3.3	16	3	-4	6	-0.1	0.3	nt
(26) Cc1c(C(=O)N(CCc2ccccc2)Cc2ccccc2)cccc1[N+](=O)[O-]
    -7	-2.1	4	0	2	-4	0.3	-0.4	-5
(27) CCOc1ccc(-c2nn3c(-c4ccc(F)cc4)nnc3s2)cc1
    -2	-0.7	5	-2	4	0	-1.0	-1.5	-7
(28) Cc1ccc(C(=O)Nc2cccc(C(O)c3ccccc3)c2)cc1 (stereo not given)
    -7	-0.9	18	1	-4	4	1.2	nt	?
(29) CCOC(=O)c1oc2ccccc2c1NC(=O)Cc1cccs1
    0	0.5	-16	7	4	-9	2.4	0.8	-2
(30) CC1/C(=N/O)C(CN(C)C)C2CC1C2(C)C (stereo not given)
    3	-0.9	3	7	1	-4	1.1	-2.4	-4
(31) COc1ccc(N(C(=O)CNC(=O)c2ccco2)C(C(=O)NC2CCCCC2)c2cccnc2)cc1 (stereo not given)
    0	-4.0	-3	0	-3	3	-1.0	-1.8	1
(32) COC(=O)c1ccc(CN2CCc3ccccc32)cc1
    -6	-1.1	5	2	1	13	-2.4	1.6	nt
(33) CCOC(=O)Cc1csc(NC(=O)Nc2cccc(Cl)c2)n1
    1	-1.2	1	-15	0	18	-1.6	nt	-4
(34) CO/N=C(/C)CCS(=O)(=O)c1ccccc1
    10	-2.6	-4	-13	2	-3	3.5	nt	-4
(35) C=CCn1c(-c2csc(-c3ccc(OC)c(OC)c3)n2)n[nH]c1=S
    2	-3.1	6	-6	-3	-3	-2.3	nt	-3
(36) CCN1C(=O)CSc2ccc(C(=O)NCc3ccco3)cc21
    3	-0.5	6	1	2	-6	0.3	-1.2	4
(37) O=S(=O)(c1ccc(NC2CCCc3ccccc32)nc1)N1CCOCC1 (stereo not given)
    -1	-1.8	6	3	4	7	-2.1	0.2	1
(38) CC(=O)Oc1ccc(NC(=O)CCC2CCCCC2)c(C(=O)O)c1
    -3	0.0	2	5	16	12	1.2	-1.2	38*
(39) COc1ccc(NC(=O)c2sc(SC)nc2N)cc1
    6	-2.5	26	6	-3	-1	2.3	14	17
(40) O=C(c1cccc(S(=O)(=O)Nc2ccccc2Cl)c1)N1CCN(C(=O)c2ccco2)CC1
    1	-3.9	-6	4	0	0	-5.5	-0.7	-1

Continuation:
Every second line gives: MazEF act	FadD28 FP inh	GDH-TPI inh	Rv3671c protease	FBA Mtb inh	PrPC TRFRET	Mtb UGM inh	Mtb BioA inh	BoNT-F LC inh
(41) CCCCOC(=O)c1ccc(NC(=O)COC(=O)C2CSC3(C)CCC(=O)N23)cc1 (stereo not given)
    -2	1.9	7	-6	1	7	4.6	nt	-18
(42) COc1cc(C=O)ccc1OCC(=O)Nc1ccc2c(c1)OCO2
    1	0.5	12	2	-1	-5	-0.8	-0.8	3
(43) Cc1c(Cl)cccc1NC(=O)CCCCCN1C(=O)CCC1=O
    1	-1.1	-4	-5	-3	-2	-3.7	-1.3	8
(44) N#CC12COC3(CCCCC3C1(C#N)C#N)OC2=N (stereo not given)
    -27	0.3	9	8	39*	-9	0.6	nt	-4
(45) COc1cccc(Cl)c1NC(=O)N1CCN(c2ccnc3cc(Cl)ccc23)CC1
    -12	-3.1	14	-2	-1	-3	0.8	nt	-7
(46) CC(=O)Nc1cccc(OCC(=O)Nc2ccccc2)c1
    5	0.8	15	-2	0	7	-0.9	1.4	-3
(47) CCS(=O)(=O)N1CCN(c2ccc(C(=O)NC3C4CC5CC(C4)CC3C5)cc2[N+](=O)[O-])CC1 (stereo not given)
    8	0.6	6	-2	1	2	-1.9	nt	-1
(48) O=C(c1ccncc1)N1CCN(S(=O)(=O)c2cccc(Cl)c2)CC1
    -2	-1.3	-1	-4	1	1	-0.2	0.5	-6
(49) O=C(COC(=O)CNC(=O)c1ccccc1)Nc1ccc(S(=O)(=O)N2CCCC2)cc1
    -2	-3.3	4	4	3	-6	-1.0	nt	1
(50) COc1ccc(S(=O)(=O)N2CCN(CC(=O)Nc3ccccc3Cl)CC2)cc1
    6	-3.1	4	-7	3	-5	-1.1	-0.6	8
(51) CC1CC(C)CN(CCCNC(=O)Cc2c(C(=O)O)[nH]c3ccccc23)C1 (stereo not given)
    -11	-3.8	-7	0	2	1	-0.1	-1.0	6
(52) COC(c1ccccc1)c1nnc(CCC(=O)NCCc2ccc(Cl)cc2)o1 (stereo not given)
    5	-0.9	-3	3	1	0	-2.1	1.1	-2
(53) Cc1ccc(S(=O)(=O)N2CCOCC2)cc1C(=O)N1CCN(c2ncccn2)CC1
    5	-1.6	4	nt	11	-4	nt	0.5	-9
(54) COc1cccc(/C=N/NC(=O)C(=O)N2CCCC2)c1O
    1	-2.3	10	9	-4	-2	1.4	-1.0	-13
(55) COc1cc2ccccc2cc1C(=O)N/N=C/c1cccs1
    -11	-2.2	35*	nt	4	-8	nt	11	2
(56) CNc1nc(N)c([N+](=O)[O-])c(NCCO)n1
    8	-0.3	23	-3	-1	5	-0.3	0.9	1
(57) Cc1cccc(NC(=O)c2ccc3c(c2)OCCO3)c1
    -4	-1.8	-5	nt	0	-11	nt	-0.8	-7
(58) C[C@@H]1Cn2cnc(C(=O)NCC(=O)OC(C)(C)C)c2C(=O)N1
    4	-0.1	4	nt	-1	-3	nt	-2.1	1
(59) C/C(CC(=O)Nc1ccc(N(C)C)cc1)=N\NC(=O)c1ccc([N+](=O)[O-])cc1Cl
    -3	-1.4	5	7	-1	-21	0.9	-1.1	-2
(60) Cc1c(Cl)c([N+](=O)[O-])nn1CC(=O)Nc1c(C)n(C)n(-c2ccccc2)c1=O
    4	-2.6	16	-6	0	-5	1.4	-1.0	-7
(61) COC(=O)C1(C)NC(c2ccco2)C2C(=O)N(c3ccc(C)cc3)C(=O)C21 (stereo not given)
    4	-1.0	-4	-8	-2	6	1.9	nt	-2
(62) CCCc1cc(C(=O)N2CCN(c3ccc(C(F)(F)F)cn3)CC2)sc1C
    3	0.8	-1	-13	-2	6	-1.5	0.0	-2
(63) CN(C)c1ccc(C#Cc2ccc3cc(CCCO)oc(=O)c3c2)cc1
    -3	-3.2	28	-3	6	5	1.6	-2.3	-10

Two records picked at random from those above, as already listed:
Every second line gives: MazEF act	FadD28 FP inh	GDH-TPI inh	Rv3671c protease	FBA Mtb inh	PrPC TRFRET	Mtb UGM inh	Mtb BioA inh	BoNT-F LC inh
(40) O=C(c1cccc(S(=O)(=O)Nc2ccccc2Cl)c1)N1CCN(C(=O)c2ccco2)CC1
    1	-3.9	-6	4	0	0	-5.5	-0.7	-1
(52) COC(c1ccccc1)c1nnc(CCC(=O)NCCc2ccc(Cl)cc2)o1 (stereo not given)
    5	-0.9	-3	3	1	0	-2.1	1.1	-2

Just Mtb UGM inh (4 entries from above):
no. | Compound | Mtb UGM inh
43 | Cc1c(Cl)cccc1NC(=O)CCCCCN1C(=O)CCC1=O | -3.7
50 | COc1ccc(S(=O)(=O)N2CCN(CC(=O)Nc3ccccc3Cl)CC2)cc1 | -1.1
48 | O=C(c1ccncc1)N1CCN(S(=O)(=O)c2cccc(Cl)c2)CC1 | -0.2
49 | O=C(COC(=O)CNC(=O)c1ccccc1)Nc1ccc(S(=O)(=O)N2CCCC2)cc1 | -1.0

Reformatted with bars between the fields: part of the list above.
entry | compound | MazEF act | FadD28 FP inh | GDH-TPI inh | Rv3671c protease | FBA Mtb inh | PrPC TRFRET | Mtb UGM inh | Mtb BioA inh | BoNT-F LC inh
61 | COC(=O)C1(C)NC(c2ccco2)C2C(=O)N(c3ccc(C)cc3)C(=O)C21 (stereo not given) | 4 | -1.0 | -4 | -8 | -2 | 6 | 1.9 | nt | -2
62 | CCCc1cc(C(=O)N2CCN(c3ccc(C(F)(F)F)cn3)CC2)sc1C | 3 | 0.8 | -1 | -13 | -2 | 6 | -1.5 | 0.0 | -2
63 | CN(C)c1ccc(C#Cc2ccc3cc(CCCO)oc(=O)c3c2)cc1 | -3 | -3.2 | 28 | -3 | 6 | 5 | 1.6 | -2.3 | -10
